hK5 inh – kallikrein 5 (human) inhibition; recombinant hK5, fluorogenic AMC substrate cleavage; Q9Y337; 0.59% of 210,000 active; inhibition, % at 5 µM;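 active means inhibition of 40% or more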;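 further: 0% = enzyme controls without compound and 100% = no-enzyme blanks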
Target sequence (Q9Y337 67-293 limits assumed): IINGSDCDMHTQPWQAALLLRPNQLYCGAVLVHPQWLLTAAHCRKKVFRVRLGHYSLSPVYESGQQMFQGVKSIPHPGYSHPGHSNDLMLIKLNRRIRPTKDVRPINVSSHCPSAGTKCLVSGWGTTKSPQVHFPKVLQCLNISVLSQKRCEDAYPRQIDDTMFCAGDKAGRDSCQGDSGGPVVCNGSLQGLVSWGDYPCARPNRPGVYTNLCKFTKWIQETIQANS
Cl transport mod – KCC2 (human) Cl- transport modulation | Q9H2X9 | KCC2 cells, thallium flux FluoZin-2 fluorescence | B-score of Tl+ flux slope (higher = more flux/activation; lower = inhibition) at 10 µM | 2.2% of 190,000 active;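 active means thallium flux slope and its plate-corrected score both differing from the plate sample mean at a set confidence after two filtering rounds, in either direction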;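 further: slope of fluorescence scaled to starting intensity during 10 to 20 s after thallium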
Furin inhibitor – human furin inhibition. P09958. 0.061% of 220,000 active. purified furin, fluorogenic substrate cleavage. inhibition, % at 30 µM; in the data active means inhibition above about 25%; further: inactives centre near -15
FXIIa inh 1536 – inhibitors of human coagulation factor XIIa; inhibition, % at 5 µM; 0.3% of 220,000 active; P00748; AID 800; purified FXIIa, Boc-QGR-AMC fluorogenic substrate, 2 h; in the data active means inhibition above about 40%;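 further: 0% = enzyme with no compound and 100% = blank without enzyme; many of its hits are not listed in these tables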
Target sequence (P00748 20-372 limits assumed): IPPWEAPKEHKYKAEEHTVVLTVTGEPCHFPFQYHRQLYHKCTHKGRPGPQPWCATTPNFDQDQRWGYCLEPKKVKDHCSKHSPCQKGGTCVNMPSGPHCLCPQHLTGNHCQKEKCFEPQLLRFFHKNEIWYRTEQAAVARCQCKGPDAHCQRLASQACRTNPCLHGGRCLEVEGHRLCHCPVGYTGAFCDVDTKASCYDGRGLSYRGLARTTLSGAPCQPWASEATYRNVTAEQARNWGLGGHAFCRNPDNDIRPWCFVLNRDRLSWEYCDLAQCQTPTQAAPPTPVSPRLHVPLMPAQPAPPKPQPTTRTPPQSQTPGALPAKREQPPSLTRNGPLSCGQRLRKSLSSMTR
Target sequence (P00748 373-615 limits assumed): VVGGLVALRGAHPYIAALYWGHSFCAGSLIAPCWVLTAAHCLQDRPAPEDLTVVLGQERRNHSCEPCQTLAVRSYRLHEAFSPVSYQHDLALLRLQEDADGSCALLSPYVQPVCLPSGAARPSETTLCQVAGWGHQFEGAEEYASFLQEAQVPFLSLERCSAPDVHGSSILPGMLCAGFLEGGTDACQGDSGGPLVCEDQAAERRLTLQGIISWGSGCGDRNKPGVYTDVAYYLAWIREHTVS
PERK inh – blocks human PERK kinase; 0.17% of 220,000 active; CHO PERK-DD fusion, SEAP luminescence translation reporter; inhibition, % at 5.6 µM; Q9NZJ5;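 active means inhibition above the mean inhibition of all tested compounds plus 3 SD, set separately per screening campaign, cut at about 2.9% in these data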;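 further: PERK kinase domain activated by AP20187 dimerizer at 100 nM; 0% = DMSO with dimerizer and 100% = rapamycin at 8.4 µM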
FXIa inh – factor XIa (human) inhibition; purified FXIa, Boc-Glu-Ala-Arg-AMC fluorogenic substrate; 0.14% of 220,000 active; inhibition, % at 5 µM;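 active means inhibition of at least 40%; inactive means inhibition below 40%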;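 further: fluorescence of freed AMC excited at 355 nm; 0% = enzyme without compound and 100% = no enzyme blank; many of its hits are not listed in these tables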
Wee1 degr inh – inhibitors of human Wee1 degradation | P30291 | HeLa Luc-Wee1K328M stability, luciferase luminescence; 100% = proteasome inhibitor MG132 effect | reporter increase, % at 5 µM | 1.2% of 220,000 active | AID 1321;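 active means activation above the mean of all tested compounds plus 3 SD, set per screening run, cut at about 8.8% in these data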;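 further: cells exposed to compound for 20 h before luminescence read; 0% = DMSO alone and 100% = MG132 at 30 µM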
Thrombin inh – inhibitors of human thrombin. 0.26% of 220,000 active. alpha-thrombin, Boc-VPR-AMC fluorogenic substrate cleavage. AID 1046. P00734. inhibition, % at 5 µM;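 active means inhibition at or above 40%; inactive means inhibition below 40%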;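 further: 0% = enzyme with no compound and 100% = wells without enzyme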
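Material: human alpha-thrombin protein; Also added: Boc-VPR-AMC substrate, 15 µM final; Timing: enzyme reaction carried out at room temperature; Signal: fluorescence, ex 355 nm, em 460 nm; Measure: % inhibition of thrombin; Controls: enzyme without compound as high, wells lacking enzyme as low.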
p97 ATPase inh – human p97 ATPase inhibition. 0.42% of 220,000 active. inhibition, % at 8 µM. recombinant p97 ATPase, Kinase-Glo ATP luminescence, 3 h; in the data active means inhibition above about 15%;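 further: 0% = DMSO vehicle and 100% = wells lacking enzyme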
* marks the source's active call; other numbers are inactive results; · = no result given; & = joins results of further samples; [ ] = dose if it differs, or a comment.

SMILES	hK5 inh	Cl transport mod	Furin inhibitor	FXIIa inh 1536	PERK inh	FXIa inh	Wee1 degr inh	Thrombin inh	p97 ATPase inh
Fc1ccccc1OCC1CCCN(Cc2nc(CC3CC3)no2)C1 (centres undefined)	2	0.14	-21	6	-0.1	-2	-1	-3	-1
Oc1ccccc1CN(Cc1ccco1)CC(O)COCc1ccc(Cl)cc1 (centres undefined)	13	-0.2	-15	13	-1.1	4	0	-2	-10
CN(C)c1ccc(/C=C/C(=O)c2ccccc2O)cc1	-1	0.67	-24	9	-0.1	2	3	-4	1
CC(C)COc1ccc(S(=O)(=O)n2cc(F)c(=O)[nH]c2=O)cc1	·	-0.59	-31	6	1.3	0	-2	-4	2
CC(=O)Nc1nc(C)c(Oc2cccc(C(F)(F)F)c2)c(=O)[nH]1	-1	-0.054	-16	2	0.7	1	0	-6	10
CCCNC(=O)OC[C@H]1O[C@H](CCO/N=C/[C@@H](OC)[C@H](C)/C=C/CC(=O)OC)C=C[C@@H]1Oc1ccc(OC)cc1	-2	-1.6	-4	23	-0.3	11	-2	3	-2
O=C(CCCN1C(=O)/C(=C/c2cccc(Br)c2)SC1=S)Nc1ccccn1	-8	·	-18	8	0.8	0	0	-2	5
CCOC(=O)C1(Nc2nccs2)Sc2ccccc2NC1=O (centres undefined)	-1	0.93	-18	-12	-0.5	-9	-1	10	1
CC(C)OP(=O)(OC(C)C)C(Nc1ccccc1)c1cccc([N+](=O)[O-])c1 (centres undefined)	2	-1.5	-18	13	-0.4	3	0	-6	-5
COc1ccc(C(=O)OC(C(=O)c2ccccc2)c2ccccc2)cc1 (centres undefined)	6	-0.47	-15[20 µM]	16	0.6	4	-1	4	-1
COc1ccccc1CNC(=O)c1cccc(S(=O)(=O)N2CCN(C)CC2)c1	21	·	-13	5	-0.6	-1	0	0	-1
Cc1ccc(NC(=O)CSc2nnc(CNC(=O)c3cccs3)o2)cc1	-5	1	-17	6	0.6	-1	-1	-9	5
COCCOC(=O)c1c(C)n(C)c2ccc(OC(=O)c3cccs3)cc12	36	-3.6	-28	1	1.7	2	5	3	3
Cc1cccc(NC(=O)NCCc2ccc(Cl)cc2)c1	-5	-0.64	-19	·	-0.4	-3	-3	-3	2
CC12C(=O)N(c3ccc(OC(=O)c4ccco4)cc3)C(=O)C1C1c3ccccc3C2c2ccccc21 (centres undefined)	-5	0.084	-24	15	1.4	11	0	-1	9
CS(=O)(=O)N1CCC(C(=O)Nc2ccc(Oc3ccccc3)cc2)CC1	-5	·	-18[20 µM]	6	0.5	-4	0	-12	0
COc1ccc(N(C(=O)c2ccncc2)S(=O)(=O)c2cccs2)cc1	-2	-0.019	-10	12	0.9	1	9.1*	1	-6
CCOC(=O)Cc1csc(NC(=O)c2sc3nc4ccc(CC)cc4cc3c2N)n1	91*	·	-28[20 µM]	21	-1.1	43*	-1	24	5
COc1ccc(C2C(C(=O)O)CCC(=O)N2c2ccc(OC)cc2)cc1 (centres undefined)	-16	·	-15[20 µM]	-8	-0.3	-5	-2	-7	-3
CC(C)CC(=O)Nc1ccc2c(c1)oc1ccccc12	-50	-2	-9[20 µM]	-12	0.4	-11	5	2	-3
CCCCCc1ccc(C(=O)CCCC)c(=S)[nH]1	-5	119*	-14	12	0.5	-4	1	13	-3
NC(=O)c1ccc(-n2nnnc2Oc2ccc(Br)cc2)cc1	-6	-0.13	-21	-5	0.3	0	0	-3	5
CCOC(=O)c1c(C)n(C)c2ccc(OC(=O)c3ccc(N4C(=O)CCC4=O)cc3)cc12	-24	-0.22	13	14	-0.5	5	-2	0	4
Cc1coc2cc3oc(=O)cc(C)c3cc12	-15	1.8	-20	30	1.2	21	1	-6	2
CCC(=O)NNC(=O)CCC(=O)Nc1ccccc1	-7	-0.041	-15[20 µM]	6	-0.5	4	-4	-3	-4

Records listed so far printed as active in Cl transport mod.
SMILES	hK5 inh	Cl transport mod	Furin inhibitor	FXIIa inh 1536	PERK inh	FXIa inh	Wee1 degr inh	Thrombin inh	p97 ATPase inh
CCCCCc1ccc(C(=O)CCCC)c(=S)[nH]1	-5	119*	-14	12	0.5	-4	1	13	-3

(continued)
SMILES	hK5 inh	Cl transport mod	Furin inhibitor	FXIIa inh 1536	PERK inh	FXIa inh	Wee1 degr inh	Thrombin inh	p97 ATPase inh
COc1ccc(C(=O)N2CC(=O)Nc3ccccc32)cc1S(=O)(=O)N1CCCC1	1	-0.59	-9	5	1.3	0	1	4	5
COc1ccccc1OCCCCCCN1CCOCC1	-5	0.8	-4	2	0.8	-5	-1	-7	-2
Cc1cc2c(c(=O)n1Cc1ccco1)C(c1ccccc1)C(C#N)=C(N)O2 (centres undefined)	-19	0.22	-14[20 µM]	-2	0.1	-19	6	-3	2
Cc1ccc(C(=O)NCC2CCCO2)o1 (centres undefined)	-5	0.25	-6[20 µM]	10	-0.1	0	1	1	0
O=C(/C=C/c1ccc2c(c1)OCO2)Nc1cc(S(=O)(=O)N2CCOCC2)ccc1N1CCOCC1	-19	0.082	-8	0	0.5	-1	-2	-9	6
COc1ccc(-n2nnc3c(=O)n(C/C=C/c4ccccc4)cnc32)cc1	-1	0.12	-6[20 µM]	12	2.7	3	3	-4	6
CCOC(=O)c1c(NC(=O)CCN2CCOCC2)sc2c1CC(C)(C)OC2	-5	0.36	-17	11	-0.6	3	-3	2	1
COc1ccc(C(=O)NCCNC(C)=O)cc1S(=O)(=O)NCc1ccc(Cl)cc1	6	·	-2	12	-0.7	0	-1	-2	5
CCN1CCN(c2ccc(NC(=O)c3cnccn3)cc2)CC1	-1	0.16	-21	6	0.0	1	3	-4	5
O=C(Nc1ccc(Br)cc1F)C1CCCO1 (centres undefined)	-6	-0.016	-6[20 µM]	11	0.6	3	-1	-1	2
O=C(NCC1CCCO1)C(=O)N/N=C/c1cc(Cl)ccc1O (centres undefined)	-17	0.11	-17	2	-0.3	1	0	0	6
CC(=O)N1CCN=C1SCc1ccc(F)cc1	-7	-0.19	-40	19	0.1	18	-3	-3	5
Cc1ccc(S(=O)(=O)NCC(=O)N2CCN(c3ccccc3F)CC2)cc1	-13	-0.081	-16	1	-0.6	-3	-3	-5	-4
Cc1nn(Cc2c(Cl)cccc2Cl)c(Cl)c1/C=C/C(=O)OCC(=O)NCC(F)(F)F	-12	0.34	-6[20 µM]	6	-0.1	-5	0	-2	0
CCn1nc(C(=O)Nc2cccc(C(F)(F)F)c2)c(Cl)c1Cl	-8	-0.37	3[20 µM]	12	-0.5	-4	1	0	-11
COc1cc(OC)cc(C(=O)N2CCN(C(=O)c3ccc(OC)c(OC)c3)CC2)c1	-4	0.13	-41[20 µM]	7	0.3	2	-2	-6	9
Cn1c(SCc2c(Cl)cccc2Cl)nnc1-c1ccc2nonc2c1	0	-0.84	-11	6	-0.9	1	-1	-5	-1
CC(C)C(c1nnnn1Cc1ccc(F)cc1)N1CCN(C2CCCC2)CC1 (centres undefined)	-2	-0.021	-8	5	0.9	-1	-4	-1	6
COc1ccc(C[C@H]2CN3C(=NC[C@@H]3Cc3ccccc3)N2CCNC(=O)c2ccc(C)c(Br)c2)cc1	3	-1.8	-23	11	0.4	2	3	1	5
CC(=O)Nc1ccc(S(=O)(=O)N(CC(=O)O)Cc2ccccc2)cc1	2	0.61	-17[20 µM]	5	0.5	-6	-2	1	5
COC(=O)c1ccc(N2C(=O)CC(SCCN)C2=O)cc1 (centres undefined)	-37	·	-21	11	1.6	11	2	-1	4
CCN(CC)S(=O)(=O)c1cc([N+](=O)[O-])ccc1N=Nc1c(O)[nH]c2ccccc12	-11	0.49	-20	7	0.7	5	-2	-7	4
Cc1nnc(SCC(=O)N2CC(=O)Nc3ccccc32)n1Cc1ccccc1	-6	-0.0043	5[20 µM]	16	1.3	8	-1	1	3
O=C(O)CC1(CC(=O)Nc2ccc(F)c(Cl)c2)CCCCC1	-1	·	-16	4	0.5	-1	1	-4	5
CSc1nc(N)nc(C(C)C)n1	5	-0.26	-22	9	0.8	4	9	0	5

Results in Cl transport mod and PERK inh, for three of the compounds above:
| molecule | Cl transport mod | PERK inh |
| --- | --- | --- |
| CC(C)C(c1nnnn1Cc1ccc(F)cc1)N1CCN(C2CCCC2)CC1 (centres undefined) | -0.021 | 0.9 |
| COc1ccc(C[C@H]2CN3C(=NC[C@@H]3Cc3ccccc3)N2CCNC(=O)c2ccc(C)c(Br)c2)cc1 | -1.8 | 0.4 |
| CC(=O)Nc1ccc(S(=O)(=O)N(CC(=O)O)Cc2ccccc2)cc1 | 0.61 | 0.5 |

Other records
SMILES	hK5 inh	Cl transport mod	Furin inhibitor	FXIIa inh 1536	PERK inh	FXIa inh	Wee1 degr inh	Thrombin inh	p97 ATPase inh
CCC(C)NC(=O)c1cc(CC(C)C)on1 (centres undefined)	2	0.62	-14	4	0.1	-8	1	-6	4
C=CCSc1nnc(NC(=O)c2cccc(S(=O)(=O)N(C)c3ccccc3)c2)s1	-12	-0.65	-4	-4	-0.6	-7	-1	-2	-3
CCCN(CCC(=O)Nc1ccccc1F)CC1CC1	-11	-0.26	-19	14	1.4	9	0	0	2
CC(=O)Nc1cccc(N(C)C)c1	-8	1.4	-22	0	0.6	-10	7	-5	5
O=[N+]([O-])c1ccc(Cl)cc1N1CCCC1	-3	0.44	-21	5	1.6	-3	-2	-2	4
CCOC(=O)C1=NNC(C(=O)c2ccc(OC)cc2)C1c1ccccc1 (centres undefined)	-6	·	-20[20 µM]	7	-1.8	4	0	3	-1
N#C/C(=C\c1cccnc1)C(=O)NC1CCCCC1	-2	0.64	-14	9	1.6	2	1	-2	12
CC(=O)NCCOc1nc(N(C)C)nc(N2CCCCC2)n1	-10	1.8	-6	2	0.2	-5	-4	-5	5
O=C(c1cnc(N2CCN(c3ccccn3)CC2)c2ccccc12)N1CCN(c2cccc(Cl)c2)CC1	-10	0.4	-13	2	0.1	-15	2	1	-1
S=C(Nc1ccccc1)c1ccccn1	-2&-12	2.9&2.4	-19	10&4	1.9&0.9	0&-5	0&4	0	8&-8
S=C(Nc1ccc2c(c1)OCO2)Nc1ccccc1Cl	26	1.3	-9	4	-0.4	-11	-2	-4	0
O=C(CCNC(=O)c1ccccc1Cl)Nc1nc(-c2ccc3ccccc3c2)cs1	-20	-0.86	9	-5	-0.1	-7	0	-15	3
Cc1ccc(NC(=O)CSc2ncnc3ccccc23)cc1S(=O)(=O)N1CCCCC1	1	-3.6	-16	5	-1.1	5	-1	-2	6
Cc1cccc(CN2C[C@]34CC[C@@H](C[C@@H]3S2(=O)=O)O4)c1	-1	1.5	-28	4	·	-3	·	-3	·
CCN(CCS(=O)(=O)c1ccc(Cl)cc1)C(=O)Nc1ccccc1	1	0.068	-18	-2	1.1	-4	0	-5	3
Cc1snnc1C(=O)NC(=S)Nc1ccccc1	-2	52*	-9	5	0.8	-3	0	5	2
COC(=O)C1C(=O)C2=C(CC1C)NC(C)=C(C(=O)OC1CCCC1)C2c1ccc(N(C)C)cc1 (centres undefined)	-20	-0.053	-23[20 µM]	6	-0.6	1	7	2	1
Cc1cccc2cc(CNCC3CCCO3)c(Cl)nc12 (centres undefined)	-3	·	-4	4	0.4	-2	-3	-11	5
O=C(N/N=C/c1cn(-c2ccccc2)nc1-c1cccnc1)c1ccc(F)cc1	3	-0.75	-27	11	0.9	-2	-1	0	3
O=C(CSc1nnc(CN2CCOCC2)n1-c1ccccc1)N1CCc2ccccc21	-2	0.66	-10[20 µM]	15	-0.7	3	-4	1	1
COc1cc(/C=N/NC(=O)c2cc(C3CC3)[nH]n2)ccc1O	2	-2.4	-12	10	1.2	1	12*	0	0
CCCC(=O)C1=C(O)C(C(=O)OC)C(C)(C)CC1=Nc1ccncc1 (centres undefined)	-10	-0.21	-10	16	-0.9	0	3	1	1
COCCn1c(SCC(=O)N2CCCc3ccccc32)nc2ccccc2c1=O	1	·	-9	15	-1.6	3	6	3	-5

Bioassay records deposited in PubChem BioAssay by several laboratories.
